High-throughput results (PubChem BioAssay)
S1P4 ag – agonists of human S1P4 receptor | O95977 | S1P4-expressing cell line, agonist reporter assay | activation, % at 4.98 µM | 220,000 tested, 0.35% active | AID 1509; in the data active = activation above about 11%;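 also: 0% = DMSO vehicle and 100% = reference agonist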
Target sequence (O95977 whole entry, looked up): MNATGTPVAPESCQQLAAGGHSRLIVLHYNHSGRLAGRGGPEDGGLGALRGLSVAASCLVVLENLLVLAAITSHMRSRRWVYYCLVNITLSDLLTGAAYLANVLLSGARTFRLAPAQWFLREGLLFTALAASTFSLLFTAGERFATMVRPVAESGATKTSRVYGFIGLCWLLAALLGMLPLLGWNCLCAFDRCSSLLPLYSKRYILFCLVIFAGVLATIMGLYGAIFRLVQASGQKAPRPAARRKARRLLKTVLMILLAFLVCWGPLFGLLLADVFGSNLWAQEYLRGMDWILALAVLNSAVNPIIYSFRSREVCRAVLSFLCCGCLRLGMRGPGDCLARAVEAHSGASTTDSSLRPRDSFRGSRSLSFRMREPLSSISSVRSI
NPY1 pot ag – potentiators or agonists of human neuropeptide Y receptor Y1; P25929; NPY-Y1 expressing cells, potentiator/agonist activation; activation, % at 3.6 µM; 220,000 tested, 0.37% active; AID 1304; in the data active = activation above about 33%, passing the limit was not always enough;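 also: cells stimulated with NPY at EC10 then isoproterenol at EC100; 0% = low agonist plus stimulus and 100% = saturating agonist plus stimulus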
Target sequence (P25929 whole entry, looked up): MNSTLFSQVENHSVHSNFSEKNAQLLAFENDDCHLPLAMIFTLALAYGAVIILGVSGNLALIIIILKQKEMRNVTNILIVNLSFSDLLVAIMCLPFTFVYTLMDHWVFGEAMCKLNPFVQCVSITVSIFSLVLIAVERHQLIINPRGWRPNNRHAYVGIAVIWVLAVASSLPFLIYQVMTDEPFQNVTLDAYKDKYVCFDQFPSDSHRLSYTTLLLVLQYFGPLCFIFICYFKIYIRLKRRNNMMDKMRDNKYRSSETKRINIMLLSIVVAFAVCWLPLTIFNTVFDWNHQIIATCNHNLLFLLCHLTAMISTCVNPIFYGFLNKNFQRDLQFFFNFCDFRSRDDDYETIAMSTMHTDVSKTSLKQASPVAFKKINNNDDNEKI
Ba/F3 V617F tox – lowers viability of Ba/F3 cells expressing EpoR and JAK2V617F. ATP luminescence. inhibition, % at 5.6 µM. 220,000 tested, 1.1% active. AID 1446;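 active = inhibition above the campaign mean plus 3 SD over all tested compounds, cut at about 24% in these data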;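 also: cytokine-independent growth of Ba/F3 cells driven by EpoR plus mutant JAK2; 0% = DMSO-treated cells and 100% = JAK inhibitor I control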
S1P4 antagonist – blocks the human S1P4 receptor | inhibition, % at 4.98 µM | S1P4-expressing cells, antagonist mode, reporter read-out | O95977 | 220,000 tested, 0.26% active; in the data active = inhibition above about 29%;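 also: 0% = wells stimulated with agonist and 100% = vehicle wells without agonist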
NPY-Y1 antag – antagonists of human neuropeptide Y receptor Y1; HEK293-CNG Y1 cells, membrane potential fluorescence; NPY at EC95, then isoproterenol; inhibition, % at 3.6 µM; 200,000 tested, 1% active; AID 1040;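 active = inhibition above the campaign mean inhibition of all tested compounds plus 3 SD, cut at about 20% in these data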;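 also: 0% = DMSO wells given NPY plus isoproterenol and 100% = isoproterenol alone without NPY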
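Material: HEK293 cells co-expressing NPY Y1 receptor and cyclic-nucleotide gated channel. Timing: compound incubation 1 h at room temperature, readout 45 min post-stimulation. Signal: fluorescence, membrane potential probe.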
RBBP9 inhibitor – blocks human serine hydrolase RBBP9; O75884; recombinant RBBP9, FP-Rh probe fluorescence polarization; inhibition, % at 7.94 µM; 220,000 tested, 0.2% active; AID 1515;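 active = inhibition above the campaign mean of all tested compounds plus 3 SD, cut at about 14% in these data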;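 also: plate controls were DMSO wells with RBBP9 for no effect and wells lacking RBBP9 protein for full effect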
Target sequence (O75884 whole entry, looked up): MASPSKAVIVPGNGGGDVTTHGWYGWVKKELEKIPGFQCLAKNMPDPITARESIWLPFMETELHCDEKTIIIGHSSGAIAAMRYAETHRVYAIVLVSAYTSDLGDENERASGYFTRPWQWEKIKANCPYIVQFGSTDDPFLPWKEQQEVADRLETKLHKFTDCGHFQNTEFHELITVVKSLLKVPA
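Controls: DMSO-treated enzyme wells and wells lacking RBBP9 | Material: RBBP9 protein | Technique: Fluorescence polarization | Replication: Single well per compound, no replicates | Buffer or medium: Tris-NaCl-Pluronic buffer, pH 8.0 | Timing: 30 min compound preincubation, 45 min probe labeling, 25 °C | Read-out basis: Percent inhibition from mP, scaled between DMSO and no-protein wells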
NPY2 pot ag – potentiates or activates human NPY-Y2 receptor | cells expressing NPY-Y2, potentiator/agonist read-out | activation, % at 3.6 µM | 220,000 tested, 0.45% active | AID 1359; in the data active = activation above about 27%;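 also: cells stimulated with NPY near EC25 plus isoproterenol at EC100; 0% = vehicle plus submaximal agonist and 100% = vehicle plus saturating agonist; some results beyond the cut were filed as inactive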
BaF3 tox – reduces parental Ba/F3 cell viability, JAK2V617F counter-screen; CellTiter-Glo ATP luminescence; inhibition, % at 5.6 µM; 220,000 tested, 1.1% active; AID 1486;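 active = inhibition above a per-campaign cutoff, the mean inhibition of all tested compounds plus 3 SD, cut at about 27% in these data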;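 also: 0% = DMSO wells and 100% = JAK Inhibitor I control wells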
Runt-CBFb FRET – inhibitors of human RUNX1 Runt domain binding to CBFb; Q01196+Q13951; AID 1496; Cerulean-Runt/Venus-CBFb FRET ratio 530/480, 1 h; 220,000 tested, 0.46% active; inhibition, % at 20 µM;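 active = inhibition over about 50% at 20 µM in the single-dose screen, limit read from the data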;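 also: 0% = DMSO wells and 100% = excess unlabeled CBFb competitor control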
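test system = Cerulean-Runt domain fusion protein, energy donor | probe or stimulus = Venus-CBFb binding partner, 100 nM | incubation = two 1 h room-temperature incubations shielded from light | detection = fluorescence energy transfer, 422 nm excitation, 530/480 nm emission | measure = loss of energy transfer signal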
Active calls of the source: *; / = no result given.

SMILES | S1P4 ag | NPY1 pot ag | Ba/F3 V617F tox | S1P4 antagonist | NPY-Y1 antag | RBBP9 inhibitor | NPY2 pot ag | BaF3 tox | Runt-CBFb FRET
Cc1cccc(-n2ncc3c(NCCCO)ncnc32)c1 | -0.2 | -1 | -1 | 0 | 5 | 0 | -1 | 1 | 2
CO/N=C\C(=N\Nc1ccc(OC)cc1)C(=O)c1ccccc1 | -0.5 | -63 | 4 | -1 | 23* | -8 | -23 | 4 | 1
CC1(C)Cc2c(c(-c3ccco3)nc3sc4c(NCCN5CCOCC5)ncnc4c23)CO1 | 1.9 | -14 | 4 | -9 | 11 | -1 | -11 | 9 | 14
COc1cc(C2NC(=S)NC(c3ccccc3)=C2C(C)=O)ccc1O (centres undefined) | -2.0 | -3 | 1 | -9 | -7 | -6 | -4 | 4 | 1
CN(C)c1c([N+](=O)[O-])ncn1C | -1.0 | -12 | 1 | -16 | 6 | 0 | -5 | 5 | 2
CC1CCN(c2ccc(C(=O)O)cc2)CC1 | 1.0 | -14 | 2 | -11 | 14 | -8 | -4 | 4 | -1
C=CCOc1c(CNc2ncn[nH]2)cccc1OCC | -3.8 | -16 | 3 | -7 | 1 | -2 | -9 | 3 | -3
Fc1ccccc1-n1cc(-c2ccccc2)[nH]c1=S | -0.6 | -12 | 2 | 0 | 6 | 0 | -3 | 7 | 12
CNC(=S)NNC(=O)COc1cccc(C)c1C | 2.6 | -18 | -2 | -17 | 6 | -7 | -25 | -1 | 8
COc1ccc(CCNC(=O)c2ccc(CNS(=O)(=O)c3ccccc3)cc2)cc1OC | -0.6 | 7 | -2 | -28 | 3 | 1 | -4 | 0 | -1
O=C(NO)c1cc(OCC(F)(F)F)ccc1OCC(F)(F)F | -1.8 | 4 | 0 | -7 | 5 | 2 | 0 | 1 | 1
Cc1cc(C(=O)COC(=O)c2ccncc2)c(C)n1Cc1ccco1 | 1.7 | 1 | -3 | -18 | -1 | -3 | -5 | 8 | 8
CN1CCN(C(=O)CSc2nc(-c3cccs3)cc(-c3cccs3)c2C#N)CC1 | -1.5 | 3 | -4 | -9 | 0 | -4 | 6 | 1 | -8
COc1ccc(CN(Cc2cc3cc(C)ccc3[nH]c2=O)C(=O)N(C)C)cc1 | -0.5 | -1 | -2 | -23 | -3 | -8 | 0 | 3 | -1
O=C(CN1CCN(C(=O)c2ccco2)CC1)Nc1ccc2c(c1)OCO2 | -0.4 | -7 | 1 | -19 | 1 | -9 | -13 | 1 | /
Cc1ccc(C)c(NC(=O)CSc2nnc(Cc3cccn3C)n2-c2ccc(F)cc2)c1 | -1.0 | 7 | 2 | -21 | 1 | -13 | 8 | 4 | -2
CN(C)/C=C/C(=O)c1nn(-c2ccc(F)cc2)ccc1=O | 0.3 | -7 | -1 | -11 | / | -6 | -4 | 2 | 0
COc1cc(NC(=O)c2cc3ccccc3o2)c(OC)cc1Cl | -1.1 | 0 | 0 | 2 | 3 | -4 | 10 | -1 | -2
CN(C)S(=O)(=O)c1ccc(NC(=O)CSc2nc3ccccc3n2-c2ccccc2)cc1 | 1.1 | 11 | -3 | -17 | -3 | -40 | 9 | 2 | 0
COCCCn1c(SCC(=O)Nc2ccc(C)cc2)nc2ccccc2c1=O | 1.1 | 23 | -5 | -10 | 2 | 4 | 1 | -4 | /
CCOc1ccc(-n2cc(C(=O)N3CCN(C)CC3)c3cc(OC)c(OC)cc3c2=O)cc1 | 1.6 | 4 | 3 | 4 | -1 | -2 | -9 | 10 | -1
Cn1c(SCc2c(Cl)cccc2Cl)nnc1-c1ccc2nonc2c1 | 0.7 | -14 | 0 | -1 | / | -5 | -17 | 4 | -2
CCOC(=O)c1c(C)[n+]([O-])c2ccc3c(non3O)c12 | -1.3 | 26 | -5 | -5 | 2 | -2 | 0 | 1 | -1
Cc1ccccc1NC1=C(C(=O)c2ccccc2)N(C)S(=O)(=O)c2ccccc21 | 0.6 | -1 | 4 | 6 | 1 | 3 | -23 | 0 | -6
COc1ccc(N2CC(C(=O)OC(C)C(=O)c3ccccc3)CC2=O)cc1 (centres undefined) | -0.5 | -14 | -3 | 9 | 5 | 3 | -7 | 2 | /
COc1ccc(C(=O)Nc2ccc(C3(C#N)CCCC3)cc2)cc1 | -1.1 | 3 | 1 | 10 | -11 | -5 | -11 | 8 | -2
CCN(CC)c1ccc(NC(=O)CSc2nnc(N)s2)cc1C | -2.5 | 0 | 0 | -1 | -1 | -9 | 3 | 2 | 2
O=C1C2C3c4ccccc4C(c4ccccc43)[C@@H]2C(=O)N1c1cccnc1 (some centres undefined) | -1.9 | -13 | -2 | -12 | -2 | -2 | 2 | 4 | 0
CCc1cc2c3c(c1)C1(C(=O)N3C(C)(C)C=C2C)C(C#N)=C(N)Oc2[nH]c(=O)[nH]c(=O)c21 (centres undefined) | 1.1 | -5 | 4 | 2 | 3 | -6 | -13 | 6 | 1
O=C(CN1C(=O)CSC1=O)N1CCCCC1 | -0.5 | -12 | -4 | -3 | -5 | -3 | -3 | 0 | 1

Of the compounds above, these have a thiophene ring, fused or not.
SMILES | S1P4 ag | NPY1 pot ag | Ba/F3 V617F tox | S1P4 antagonist | NPY-Y1 antag | RBBP9 inhibitor | NPY2 pot ag | BaF3 tox | Runt-CBFb FRET
CC1(C)Cc2c(c(-c3ccco3)nc3sc4c(NCCN5CCOCC5)ncnc4c23)CO1 | 1.9 | -14 | 4 | -9 | 11 | -1 | -11 | 9 | 14
CN1CCN(C(=O)CSc2nc(-c3cccs3)cc(-c3cccs3)c2C#N)CC1 | -1.5 | 3 | -4 | -9 | 0 | -4 | 6 | 1 | -8

Continued.
SMILES | S1P4 ag | NPY1 pot ag | Ba/F3 V617F tox | S1P4 antagonist | NPY-Y1 antag | RBBP9 inhibitor | NPY2 pot ag | BaF3 tox | Runt-CBFb FRET
COC(=O)Cc1ccc2oc(-c3cccnc3)nc2c1 | 2.3 | -6 | 0 | -7 | -2 | -4 | -7 | 4 | 1
C=CCNC(=S)N/N=C/c1ccc(-c2cccc([N+](=O)[O-])c2)o1 | 0.1 | 15 | -5 | -3 | -3 | 9 | 2 | 0 | 8
O=C(NCC1COc2ccccc2O1)c1ccc(NC(=O)c2ccco2)cc1 (centres undefined) | 1.1 | 16 | 3 | -4 | -5 | -10 | -1 | 7 | -1
Cc1ccc(SCC(=O)NC(=O)NCc2ccccc2)c(C)c1 | 0.7 | -43 | -2 | -17 | 8 | -2 | -21 | 5 | -4
COc1ccc(-c2n[nH]c(=S)n2-c2cc(OC)ccc2OC)cc1 | 1.1 | 7 | -4 | -3 | / | -8 | -6 | -1 | 7
COC(=O)c1cc(=O)n(-c2ccc(C(F)(F)F)cc2)[nH]1 | 2.0 | 14 | -1 | -6 | / | 7 | 16 | 0 | 1
CCC(=O)Nc1ccc(NC(=O)CSc2nnnn2C(C)C)cc1 | -1.3 | 1 | -2 | 3 | 2 | -10 | -1 | 4 | 26
Cc1cc(CN(C)C(=O)c2cc(COc3ccc4ncccc4c3)on2)on1 | 1.0 | -8 | 0 | -26 | -3 | -2 | 38* | 8 | 0
Cc1ccc(OCc2nnc(SCC(N)=O)n2N)cc1 | 2.0 | -7 | 1 | -10 | -1 | -3 | 5 | 2 | 2
c1ccc2c(c1)N1CCCN=C1N2CCN1CCCCC1 | 18* | -5 | 1 | 6 | 7 | -5 | -7 | 1 | 0
CCCCN(CC)CCCNC(=O)Cn1nc(Cc2cccnc2)c2ccccc2c1=O | 1.1 | -6 | -3 | -7 | 3 | -1 | 9 | 5 | 1
O=S(=O)(O)c1nc2ccccc2n1Cc1ccc(Cl)cc1 | 0.1 | -8 | 0 | 11 | 21* | 0 | -5 | 2 | 0
COc1ccc(CC(=O)Nc2ccc(C(=O)Nc3nccs3)cc2)cc1OC | 1.2 | -1 | 4 | 0 | -2 | -15 | 15 | 0 | 0
CCC(=O)Oc1ccc(C(=O)Nc2ccc3c(c2)C(=O)N(C2CCCCC2)C3=O)cc1 | -0.3 | -10 | 4 | -3 | -8 | -6 | -1 | 6 | -1
CC(Oc1ccccc1F)C(=O)/C=C/N(C)C (centres undefined) | 1.9 | -10 | -4 | 16 | 1 | -2 | 1 | 0 | 1
CCc1nnc2n1N=C(c1ccc([N+](=O)[O-])cc1)CS2 | -1.0 | 12 | 2 | -18 | / | -1 | -12 | -1 | -3
Cc1ccn(-c2cc(O)c(-n3ccc(C)n3)cc2O)n1 | -1.7 | 9 | -1 | -14 | -4 | 7 | -7 | 3 | 64*
CC(C)(C)c1nn(-c2ccccc2)c2[nH]c(=O)c(CNc3ccc4c(c3)OCCO4)cc12 | 1.4 | 54* | -4 | -6 | -12 | -3 | 39* | -2 | -18
COc1ccc(CC(=O)Nc2ccc3nc(C)sc3c2)cc1OC | -0.1 | 7 | 0 | -31 | 1 | 2 | -1 | 3 | 1
COc1ccc(NC(=O)Nc2cccs2)cc1Cl | 2.0 | -7 | -2 | -15 | 4 | -1 | -8 | 6 | 8
O=C(/C=C/c1ccccc1)NC1CC2CCC1C2 (centres undefined) | -0.6 | -6 | -3 | 17 | 4 | -1 | 4 | 3 | -3
Cn1c(N)c(C(=O)COC(=O)c2ccc3c(c2)OCCO3)c(=O)n(C)c1=O | -2.4 | -4 | 3 | -5 | 4 | -7 | 0 | 6 | -3
CSc1ccccc1NC(=O)CN(C)Cc1ccc(Br)cc1 | -0.3 | -5 | -2 | 1 | 4 | -4 | -14 | 5 | -2
CCCOc1ncnc2c1[nH]c1ccc(OC)cc12 | 0.8 | 0 | 0 | -16 | / | 2 | -3 | 5 | 0
O=C(O)c1cccc(Cn2c(Cl)c(/C=N/Nc3ccccc3)sc2=O)c1 | -0.7 | 16 | 0 | -2 | -6 | -10 | 25 | 2 | /
CCNC(=O)COC(=O)/C=C/c1ccccc1[N+](=O)[O-] | 0.5 | 10 | 1 | 9 | 7 | -8 | 5 | 20 | 0
CN(Cc1nc(-c2cccs2)no1)CC1COCCO1 (centres undefined) | 1.1 | 3 | -2 | 5 | -4 | -9 | -16 | 4 | 1
CN(C)/C=C/C1=C([N+](=O)[O-])C(c2cccc([N+](=O)[O-])c2)NC(=O)N1 (centres undefined) | 1.3 | 21 | -3 | -14 | / | 2 | -11 | -2 | -4
COc1ccc2c(Cl)c(-c3nnc(SCC(N)=O)n3C)sc2c1 | 2.6 | -4 | 0 | -10 | 4 | -9 | -9 | 3 | 2
O=C(CSc1nc2ccccc2[nH]1)N1CCN(S(=O)(=O)c2ccc(Cl)cc2)CC1 | -2.3 | -10 | 1 | -20 | -5 | -5 | -17 | 6 | 1
COc1cccc(N2CCN(C(=O)c3nc4nc(C)cc(C)n4n3)CC2)c1 | -0.5 | -10 | 6 | -24 | 2 | -2 | -5 | 1 | 0
Cc1cc(C(=O)NNC(=O)Nc2cccc(C(F)(F)F)c2)no1 | 1.8 | -5 | -1 | 5 | 5 | 1 | -31 | 2 | 2
CCOC(=O)N1CCN(C(=O)c2ccc(CS(=O)(=O)c3ccc(OC)cc3)o2)CC1 | 3.1 | 15 | 0 | -4 | -6 | -6 | 8 | 6 | 1

Rows were taken by chance; 3.6% or so of the library scored in one or more.
